Screening data deposited in PubChem BioAssay by several laboratories.
p97 ATPase inh: human p97 ATPase inhibition; recombinant p97 ATPase, Kinase-Glo ATP luminescence, 3 h; inhibition, % at 8 µM; 0.42% of 220,000 active; AID 1481; in the data active means inhibition above about 15%;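 further: 0% = DMSO vehicle and 100% = wells lacking enzyme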
FXIIa inh 1536: blocks human coagulation factor XIIa protease activity; inhibition, % at 5 µM; purified FXIIa, Boc-QGR-AMC fluorogenic substrate, 2 h; AID 800; 0.3% of 220,000 active; P00748; in the data active means inhibition above about 40%;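 further: 0% = enzyme with no compound and 100% = blank without enzyme; many of its hits are not listed in these tables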
Wee1 stabilizer: human Wee1 degradation inhibition, primary screen | P30291 | HeLa Luc-Wee1K328M stability, luciferase luminescence; 100% = proteasome inhibitor MG132 effect | reporter increase, % at 5 µM | 1.2% of 220,000 active;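 active means activation above the mean of all tested compounds plus 3 SD, set per screening run, cut at about 8.8% in these data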;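 further: cells exposed to compound for 20 h before luminescence read; 0% = DMSO alone and 100% = MG132 at 30 µM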
Target sequence (P30291 whole entry K328M): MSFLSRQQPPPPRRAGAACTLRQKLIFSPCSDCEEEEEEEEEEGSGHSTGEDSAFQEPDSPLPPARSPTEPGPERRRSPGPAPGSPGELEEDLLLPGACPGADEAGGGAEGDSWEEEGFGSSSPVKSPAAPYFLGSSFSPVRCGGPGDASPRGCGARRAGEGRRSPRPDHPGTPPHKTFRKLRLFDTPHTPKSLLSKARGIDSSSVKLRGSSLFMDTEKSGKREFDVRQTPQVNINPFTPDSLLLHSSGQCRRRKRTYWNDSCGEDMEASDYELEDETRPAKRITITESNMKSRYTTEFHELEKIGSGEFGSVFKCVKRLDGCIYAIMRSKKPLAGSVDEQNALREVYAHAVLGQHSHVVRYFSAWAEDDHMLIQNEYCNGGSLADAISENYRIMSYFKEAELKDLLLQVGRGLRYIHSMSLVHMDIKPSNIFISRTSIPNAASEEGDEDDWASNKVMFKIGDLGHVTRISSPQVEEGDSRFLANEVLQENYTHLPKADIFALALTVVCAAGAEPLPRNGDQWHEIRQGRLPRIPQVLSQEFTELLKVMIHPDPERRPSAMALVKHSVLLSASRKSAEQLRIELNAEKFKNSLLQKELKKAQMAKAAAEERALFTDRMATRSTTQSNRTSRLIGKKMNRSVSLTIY
KLK5 inh: kallikrein 5 (human) inhibition. Q9Y337. recombinant hK5, fluorogenic AMC substrate cleavage. inhibition, % at 5 µM. 0.59% of 210,000 active. AID 873;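 active means inhibition of 40% or more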;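 further: 0% = enzyme controls without compound and 100% = no-enzyme blanks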
eIF4E-4G inh: blocks eIF4E binding to eIF4G | P63073+Q04637 | TR-FRET eIF4E-eIF4GI(517-606) binding, 2 h | inhibition, % at 21.7 µM | 0.37% of 220,000 active | AID 782;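 active means inhibition above about 30%, limit read from the data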;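 further: 0% = full FRET control wells and 100% = background wells lacking eIF4GI fragment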
Rad51 HR inh: Rad51 (human) homologous recombination inhibition | Q06609 | hRad51 DNA strand exchange, fluorescence dequenching | inhibition, % at 10 µM | 0.085% of 200,000 active | AID 1385;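 active means inhibition above 40% at the single screening dose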;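 further: 0% = DMSO control wells and 100% = blanks with heterologous ssDNA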
Target sequence (Q06609 whole entry, looked up): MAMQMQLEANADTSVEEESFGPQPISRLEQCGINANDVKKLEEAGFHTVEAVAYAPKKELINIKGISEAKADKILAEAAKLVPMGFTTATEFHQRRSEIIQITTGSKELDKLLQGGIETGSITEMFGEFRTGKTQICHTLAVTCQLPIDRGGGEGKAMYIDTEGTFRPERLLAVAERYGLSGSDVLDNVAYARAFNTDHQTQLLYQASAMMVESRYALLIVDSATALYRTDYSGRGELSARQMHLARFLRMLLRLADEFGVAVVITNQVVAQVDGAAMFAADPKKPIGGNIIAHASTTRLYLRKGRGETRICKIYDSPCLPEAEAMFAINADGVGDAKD
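Material: human Rad51–ssDNA filaments; Probe or stimulus: labelled 47-mer dsDNA for strand exchange; Doses: single 10 µM dose; Incubation: 37 °C 15-min filament assembly, 30-min compound preincubation, 15-min exchange; Technique: FRET fluorescence dequenching, excitation 485 nm, emission 520 nm; Measure: Fluorescence-based percent inhibition, control- and blank-normalised; Benchmarks: plate control and blank wells.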
FXIa inh: inhibitors of human coagulation factor XIa; P03951; 0.14% of 220,000 active; purified FXIa, Boc-Glu-Ala-Arg-AMC fluorogenic substrate; inhibition, % at 5 µM; AID 798;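 active means inhibition of at least 40%; inactive means inhibition below 40%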;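 further: fluorescence of freed AMC excited at 355 nm; 0% = enzyme without compound and 100% = no enzyme blank; many of its hits are not listed in these tables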
14-3-3 Bad PPI: disrupts binding of bovine 14-3-3 zeta to phospho-Bad peptide. P63103. TR-FRET 14-3-3zeta/Dy647-pBad peptide displacement, 1 h. inhibition, % at 21.7 µM. 0.71% of 220,000 active. AID 781;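 active means inhibition above about 70%, limit read from the data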;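 further: 0% = full 14-3-3 plus peptide FRET controls and 100% = background without 14-3-3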
MDM2 E3 inh: blocks human Mdm2 ubiquitin ligase activity | 0.11% of 210,000 active | cell-based MDM2 ubiquitination luciferase reporter, 2 h; 0 = plate control, 100 = twice control, blank-subtracted | signal enhancement, % at 5 µM;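 active means signal enhancement of 30% or more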;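 further: luminescence tracks abundance of the self-degrading MDM2-luciferase fusion protein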
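Assay system: stable mammalian line carrying autodegrading MDM2–luciferase fusion reporter; amount: 2000 cells seeded into each well; buffer or medium: DMEM; benchmarks: plate control and blank wells; signal: luciferase luminescence; timing: 2 h compound exposure at 37 °C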
* marks the source's active call; other numbers are inactive results; · = not tested or not shown; [ ] = remark or other dose.

1: Cc1cc([N+](=O)[O-])ccc1NCc1cccc([N+](=O)[O-])c1
2: COc1ccccc1CNC(=O)COc1ccc2c(c1)CCC2
3: CC(C)Nc1ccc(C(CC(N)=O)NC(=O)Cc2ccc(Br)cc2)cc1[N+](=O)[O-] (configuration not stated)
4: COC(=O)C1=C(C)OC(N)=C(C#N)C1c1c(C)nn(-c2ccccc2)c1Cl (configuration not stated)
5: O=C(CCN1C(=O)c2cccc3cccc(c23)C1=O)N1CCN(c2ccccc2F)CC1
6: O=C(Cc1cccs1)Nc1nc2ccccc2s1
7: CC1C/C(=N\Nc2ccc(S(N)(=O)=O)cc2[N+](=O)[O-])CC(C)(C)C1 (configuration not stated)
8: N#Cc1c(-c2cccs2)nc(SCC(=O)c2cccs2)[nH]c1=O
9: Cc1cc(C)c(C(N)=O)c(NC(=O)Nc2ccccc2Cl)n1
10: COc1ccc(OC)c(C(=O)c2ccc(C(=O)Nc3ccc4ccccc4c3)cc2)c1
assay / entry	1	2	3	4	5	6	7	8	9	10
p97 ATPase inh	-1.4	-2.3	·	-6.1	0.6	8.3	-1.2	2.9	2.8	6.3
FXIIa inh 1536	18.4	4.0	3.7	11.6	4.5	9.8	10.0	30.1	5.7	20.9
Wee1 stabilizer	-3.2	-2.7	·	0.0	-2.7	0.6	2.2	1.4	3.5	-0.6
KLK5 inh	-5.3	-14.1	-0.6	-1.4	-6.3	1.4	-15.1	70.9*	-3.9	-6.0
eIF4E-4G inh	1.9	0.4	-4.4	3.2	-1.6	0.4	11.2	-6.3	-5.1[fluorescence artefact?]	-1.9
Rad51 HR inh	-8.2	7.5	4.9	-0.6	9.8	-5.5	-2.5	-16.8	-0.6	6.7
FXIa inh	3.0	-7.7	0.1	2.4	-0.6	-2.9	2.5	19.3	-1.4	8.9
14-3-3 Bad PPI	-1.2	-12.2	-3.0	5.3[fluorescence artefact?]	-6.0	5.9	-17.6[fluorescence artefact?]	10.3	1.9	-5.1
MDM2 E3 inh	3.2	-7.8	4.0	-24.2	-0.6	-15.9	16.4	-15.4	-11.8	-6.4

11: Clc1ccc(-c2nnc3n2-c2ccccc2SC3)cc1
12: Oc1ccc(CN2CCN(c3ccccc3)CC2)c2cccnc12
13: O=C(Cc1ccsc1)Nc1ccc(S(=O)(=O)C(F)F)cc1
14: CC(=O)c1ccc(NC(=S)NC(C)CCc2ccccc2)cc1 (configuration not stated)
15: CCN(CC)S(=O)(=O)c1cc(NC(=O)COc2ccc(C#N)cc2OC)ccc1C
16: CCCCn1c(=O)[nH]c(=O)c2c1nc(-c1ccc(C#N)cc1)n2C1CCCC1
17: CCSc1nc(-c2ccc(OC)cc2)cc(-c2ccccc2)c1C#N
18: O=C1[C@H]2[C@H]3[C@H](O)[C@H](O)C/C(=N\OC[C@@H](O)COCc4ccco4)[C@@H]3CC[C@H]2C(=O)N1c1ccc(F)cc1F
19: O=C(c1cccc(S(=O)(=O)N2CCCC2)c1)N(Cc1ccco1)C1CCS(=O)(=O)C1 (configuration not stated)
20: Cc1ccc(C(=O)N/C(=C\c2ccc(F)cc2)C(=O)NCc2ccncc2)cc1
assay / entry	11	12	13	14	15	16	17	18	19	20
p97 ATPase inh	0.3	-3.9	4.8	-2.3	0.5	2.4	-0.8	2.1	1.2	5.5
FXIIa inh 1536	7.5	12.1	3.0	10.5	14.1	0.6	8.8	26.7	-4.3	12.1
Wee1 stabilizer	-2.2	1.4	5.2	-0.9	0.4	-1.7	-0.7	-1.3	6.5	-0.6
KLK5 inh	-4.9	-47.2	-5.2	9.8	-20.3	-9.1	23.4	-3.4	-7.1	3.6
eIF4E-4G inh	9.9	-3.0	1.1	1.4	-2.8	-33.3	-5.3[fluorescence artefact?]	0.7	-3.2	-1.2[fluorescence artefact?]
Rad51 HR inh	-5.0	10.7	4.2	·	8.7	·	0.2	·	0.8	3.0
FXIa inh	-6.3	4.2	1.9	0.1	4.2	-10.9	15.9	10.9	-5.5	0.4
14-3-3 Bad PPI	-5.3	-5.6	-1.8	-1.0	-15.6[fluorescence artefact?]	-0.4	-3.6[fluorescence artefact?]	3.2	-3.2	-11.7
MDM2 E3 inh	-8.4	-0.7	2.2	-8.4	7.1	2.0	-13.2	·	-9.1	-7.0

21: O=C(Nc1ccc(Cl)cn1)C1CCCN1S(=O)(=O)c1ccccc1 (configuration not stated)
22: COc1ccc(NC(=O)C(c2ccc(C)cc2)N(C)C(=O)c2ccc(=O)[nH]c2)cc1 (configuration not stated)
23: O=C(CSc1ccc2c(c1)OCCO2)Nc1ccc(Br)cc1
24: COc1cc2c(cc1OC)CN(CC(=O)Nc1ccccc1SC)CC2
25: CCCCNS(=O)(=O)c1ccc(NC(=O)C(Sc2ccccc2)c2ccccc2)cc1 (configuration not stated)
26: C/C(=N\NC(=O)c1ccc(COc2ccccc2)cc1)c1ccncc1
27: CCOC(=O)CSc1cc(CSc2ccccc2)nc(-c2ccccc2)n1
28: CCC(COC(=O)Nc1cccc(C)c1)NC(=O)OCC(C)C (configuration not stated)
29: Cc1ccc(C(=O)Nc2cnc3sc(C)nn3c2=O)cc1
30: CCOC(=O)C(C)Oc1ccc(C2NC(=O)NC(C)=C2C(=O)Nc2ccccc2C)cc1 (configuration not stated)
assay / entry	21	22	23	24	25	26	27	28	29	30
p97 ATPase inh	0.8	1.6	5.1	-7.8	2.3	1.7	-6.3	-1.5	0.2	-1.3
FXIIa inh 1536	-4.9	13.3	4.3	1.4	26.4	11.2	0.7	12.7	18.8	-3.9
Wee1 stabilizer	-0.9	1.8	-1.7	4.6	3.2	-2.6	-2.5	0.7	0.6	2.5
KLK5 inh	2.9	-16.2	-10.4	-6.4	-17.2	20.5	4.3	5.7	3.4	2.1
eIF4E-4G inh	-4.5	7.2	-2.2	-0.3	9.9	-0.3	-1.9	3.0	1.8	5.8
Rad51 HR inh	2.6	7.8	3.6	-6.2	-9.0	·	4.0	9.0	6.5	-1.1
FXIa inh	5.1	3.3	-4.4	3.4	23.3	4.0	5.9	12.4	7.4	0.0
14-3-3 Bad PPI	-2.0[fluorescence artefact?]	-18.8	7.5[fluorescence artefact?]	2.8	18.0	-0.1	-17.9	2.9	-29.4	3.6
MDM2 E3 inh	-13.8	-10.2	-10.9	-8.5	2.0	-3.2	-0.4	-0.2	3.6	-7.3

31: CCOC(=O)COc1cc(-n2c(=S)[nH]c3cc(OC)c(OC)cc3c2=O)c(Cl)cc1Cl
32: Cc1ccccc1NC(=O)/C(C#N)=C\c1cc(C)n(-c2ccc(C(=O)O)cc2)c1C
33: CC1(C(=O)N2CC3(CC(c4cccc(NC(=O)CC(c5ccccc5)c5ccccc5)c4)=NO3)C[C@@H]2C(N)=O)CC1 (some centres not stated)
34: CN(C)c1nc(NCc2ccccc2)nc(SCC(=O)Nc2ccccc2)n1
35: COc1ccccc1OCC(=O)Nc1ccccn1
36: Cc1ccc(OCC(O)CNCc2ccccc2)cc1C (configuration not stated)
37: CCN(CC)S(=O)(=O)c1ccc(O)c(NC(=O)c2ccc(N3CCOCC3)c([N+](=O)[O-])c2)c1
38: N/C(=N\OC(=O)Cc1ccccc1[N+](=O)[O-])c1ccccn1
39: CCOC(=O)/C(C#N)=C/c1cc2cc(C)c(C)cc2nc1Cl
40: Cn1c(CC(=O)Nc2ccccc2)c(Sc2ccccc2)c2ccccc21
assay / entry	31	32	33	34	35	36	37	38	39	40
p97 ATPase inh	2.0	3.6	·	-2.2	-11.8	-1.4	3.7	5.0	0.7	4.6
FXIIa inh 1536	0.4	7.8	3.2	13.2	16.5	4.4	13.0	1.9	16.1	5.9
Wee1 stabilizer	-0.6	3.3	·	-2.1	-0.2	-0.9	-2.2	-0.1	2.8	1.3
KLK5 inh	-11.6	4.3	-1.6	5.3	-17.4	-8.1	-11.4	-18.9	6.4	-17.8
eIF4E-4G inh	0.8	5.0	3.9	-11.7[fluorescence artefact?]	-0.9[fluorescence artefact?]	4.3	13.1	3.3	-2.4	0.9[fluorescence artefact?]
Rad51 HR inh	25.5	9.7	1.6	1.4	1.7	5.3	1.9	-1.0	2.6	·
FXIa inh	19.9	3.0	-1.8	-5.7	2.8	2.8	6.2	-1.1	3.5	4.1
14-3-3 Bad PPI	-13.0	-1.1	-3.4	9.7[fluorescence artefact?]	5.6	-0.3	-15.1	27.4	10.2	1.2
MDM2 E3 inh	2.5	-1.2	-11.9	-1.1	1.3	-7.8	10.1	-17.2	·	·

Random excerpt: 4 records from the list, in no set order.
34: CN(C)c1nc(NCc2ccccc2)nc(SCC(=O)Nc2ccccc2)n1
31: CCOC(=O)COc1cc(-n2c(=S)[nH]c3cc(OC)c(OC)cc3c2=O)c(Cl)cc1Cl
39: CCOC(=O)/C(C#N)=C/c1cc2cc(C)c(C)cc2nc1Cl
40: Cn1c(CC(=O)Nc2ccccc2)c(Sc2ccccc2)c2ccccc21
assay / entry	34	31	39	40
p97 ATPase inh	-2.2	2.0	0.7	4.6
FXIIa inh 1536	13.2	0.4	16.1	5.9
Wee1 stabilizer	-2.1	-0.6	2.8	1.3
KLK5 inh	5.3	-11.6	6.4	-17.8
eIF4E-4G inh	-11.7[fluorescence artefact?]	0.8	-2.4	0.9[fluorescence artefact?]
Rad51 HR inh	1.4	25.5	2.6	·
FXIa inh	-5.7	19.9	3.5	4.1
14-3-3 Bad PPI	9.7[fluorescence artefact?]	-13.0	10.2	1.2
MDM2 E3 inh	-1.1	2.5	·	·

(list continues)
41: O=C(CSc1nc(-c2ccccc2)c(-c2ccccc2)[nH]1)Nc1nccs1
42: Cc1cc(N2CCN(C(=O)OC(C)(C)C)CC2)n2ncnc2n1
43: CCOC(=O)c1c(NC(=O)C2C3C=CC(CC3)C2C(=O)O)sc(C)c1C (configuration not stated)
44: CC(C)CNC(=S)NC1CCCC1
45: CCOC(=O)CC1NC(=O)c2ccccc21 (configuration not stated)
46: CC(=O)N1CN(CCCn2ccnc2)Cc2c1sc1c2CCCC1
47: O=C(NCc1cccs1)c1cc(C2CC2)on1
48: CC(NC(=O)NC1CCCCC1)c1ccc2c(c1)OCO2 (configuration not stated)
49: Cc1cccc(/C=C2\CCC(=C3SCCCS3)C2=O)c1
assay / entry	41	42	43	44	45	46	47	48	49
p97 ATPase inh	7.3	-4.2	3.6	2.4	-2.8	-2.2	6.3	3.4	1.5
FXIIa inh 1536	14.8	10.0	7.5	7.6	20.9	14.5	17.7	1.6	11.7
Wee1 stabilizer	-3.4	-2.6	-1.8	0.0	-0.3	4.1	1.5	1.3	-1.9
KLK5 inh	2.4	-3.2	-3.7	-19.4	-1.8	-19.2	-8.5	-10.4	7.8
eIF4E-4G inh	-2.4	0.5	-1.8	-1.2[fluorescence artefact?]	-3.2	2.8	-1.4	2.0	4.1
Rad51 HR inh	-8.3	2.5	-1.9	2.4	-5.2	4.4	-5.2	-9.2	-5.5
FXIa inh	0.9	3.3	-2.1	-7.2	-0.8	5.3	5.9	-3.6	-0.9
14-3-3 Bad PPI	-15.7	-2.5	-3.7	-14.2[fluorescence artefact?]	-5.7[fluorescence artefact?]	0.1	-3.1[fluorescence artefact?]	-0.4	2.4[fluorescence artefact?]
MDM2 E3 inh	-11.7	-12.3	-16.0	-15.3	3.8	-11.2	-4.0	-3.6	-92.0

Single values from above:
Under FXIIa inh 1536, cpd 49 shows 11.7
Under Rad51 HR inh, cpd 44 shows 2.4
Under 14-3-3 Bad PPI, cpd 48 shows -0.4

This is a random part of the collection; 3.5% or so of the library scored in one or more.
